Source: PubChem
Yp Topo-I inh: Yersinia pestis topoisomerase I inhibitors, primary screen, biochemical, cleavage product accumulation, plate reader, single point; Y. pestis Topo-I cleavage product accumulation; activity, % at 10 µM; 0.064% of 360,000 active; AID 504884, 2011; in the data active = activity above about 50%, passing the limit was not always enough; inconclusive = no clear call, values can overlap the other calls; note: inactives centre near 2
BH1578 lux ind: inducers of Vibrio cholerae quorum light production without autoinducers, primary screen, BH1578 luxS cqsA deficient, single point | V. cholerae BH1578 lux reporter, luminescence, 6 h | activation, % at 18.7 µM | 0.16% of 350,000 active | AID 588436, 2011; in the data active = activation mostly above about 9.7%, no sharp cut-off; inconclusive = no clear call, values can overlap the other calls; inactive = mostly below about 3.7%; note: not every result past the cut was called active; inactives centre near 0; reference of the scale not given here
DUSP3 inh: VHR1 phosphatase inhibitors, primary screen, biochemical, absorbance, uHTS; Dual specificity protein phosphatase 3 (Homo sapiens), P51452; recombinant VHR phosphatase, pNPP absorbance; inhibition, % at 13.3 µM; 0.52% of 290,000 active; in the data active = inhibition above about 50%; note: some compounds called inactive have numbers as strong as hits
BoNT-A LC inh2: BoNT/A light chain protease inhibitors, primary screen, biochemical, flow cytometry, MLPCN library | 0.17% of 360,000 active | Botulinum neurotoxin type A light chain protease (Clostridium botulinum A str. ATCC 3502) | inhibition, % at 10 µM | multiplex microsphere protease substrate cleavage | AID 588499, 2011; note: plate controls were buffer without enzyme for full effect and enzyme alone for no effect
3CLpro inhibitor: SARS-CoV 3CLpro protease inhibitors, primary screen, biochemical, quenched FRET | Replicase polyprotein 1ab (Severe acute respiratory syndrome coronavirus), P0C6X7 | recombinant SARS-CoV 3CLpro, quenched FRET peptide cleavage | inhibition, % at 6 µM | 0.14% of 290,000 active | AID 1706, 2009; in the data active = inhibition above about 12%
PfHsp40 yeast: rescue of yeast from PfHsp40 toxicity, primary screen, S. cerevisiae, ATP luminescence; S. cerevisiae expressing PfHsp40, growth rescue; growth rescue, % at 12.5 µM; 0.68% of 340,000 active; in the data active = growth rescue above about 28%, passing the limit was not always enough; inconclusive = no clear call, values can overlap the other calls;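 note: yeast W303a lacking pdr1 and pdr3 grown in galactose medium; growth measured after three days at 30 °C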
CCHFV vOTU inh: CCHFV vOTU protease inhibitors, primary screen, biochemical, Pep-AMC substrate, fluorescence | inhibition, % at 11.5 µM | 0.55% of 370,000 active; in the data active = inhibition above about 30%; note: 0% = vehicle wells with enzyme and 100% = no enzyme wells
TcdB GH inh: TcdB glycohydrolase inhibitors, primary screen, biochemical, single point, plate reader. TcdB glycohydrolase enzymatic assay. Toxin B (Clostridioides difficile), P18177. 0.24% of 350,000 active. inhibition, % at 9.99 µM; in the data active = inhibition above about 10%
Anthrax LF inh2: Bacillus anthracis LF protease inhibitors, primary screen, biochemical, multiplex microsphere, MLPCN library; multiplex microsphere protease cleavage assay; inhibition, % at 10 µM; 0.12% of 360,000 active; note: plate controls were buffer without enzyme for full effect and enzyme alone for no effect
SSB-PriA inh: inhibitors of Klebsiella pneumoniae PriA binding to SSB C-terminal tail, primary screen, biochemical, AlphaScreen. AlphaScreen SSBct-PriA binding, biotinylated peptide. inhibition, % at 33 µM. 0.6% of 430,000 active; in the data active = inhibition mostly above about 37%, no sharp cut-off; inactive = mostly below about 20%;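 note: plate controls were negative control peptide for no effect and reference peptide for full effect; strong numbers were not always called active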
* marks the source's active call; other numbers are inactive results; i = inactive; ? = inconclusive; nt = not tested or not shown; & = joins results of further samples. Cut-off read from the data, not from the text of the source, unless noted: active = inhibition above about 30%; inconclusive = no clear call, values can overlap the other calls; inactive = below that. A portion of the library; count on the stated rates, not on these rows.

SMILES	Yp Topo-I inh	BH1578 lux ind	DUSP3 inh	BoNT-A LC inh2	3CLpro inhibitor	PfHsp40 yeast	CCHFV vOTU inh	TcdB GH inh	Anthrax LF inh2	SSB-PriA inh
N#CCC(=O)N/N=C1\CCCCC1C1CCCCC1 (stereo unspecified)	3	-0.3	42	-0.1	0	0.8	-3	nt	-1	nt
COC(=O)c1ccccc1NC(=O)CSc1ccccn1	11	3.7	22	-0.2	2	-1.2	-3	nt	-2	-18
CCOC(=O)C1=C(CSc2nc3c(cc2C#N)CN(C)CC3)OC(N)=C(C#N)C1c1ccc(Cl)cc1 (stereo unspecified)	-6	-0.4	24	6.5	-9	0.6	10	nt	7	-1
Cc1ccc(-n2ncc(C(=O)NCC3CCN(C4CCCC4)C3)c2C2CCN(C(=O)OC(C)(C)C)CC2)cc1 (stereo unspecified)	11	-0.5	18	3.0	6	-0.9	-7	0.5	0	11
CCCC1NC(=O)c2cc3ccccc3cc2-n2c1nc1cc(F)ccc1c2=O (stereo unspecified)	33	-0.4	nt	-0.4	nt	nt	15	0.9	1	nt
COc1ccccc1N(C)S(=O)(=O)c1ccc(C(=O)NCC2CCCCC2)cc1	31	-1.5	nt	-0.1	nt	0.2	5	0.9	-8	-2
O=C1/C(=C/c2ccccc2)SC(=S)N1C1CCS(=O)(=O)C1 (stereo unspecified)	-8	i	27	-0.3	-5	1.1	-8	0.4	4	0
COc1ccc(N2C(=O)c3ccccc3S2(=O)=O)cc1	0	-0.6	9	0.2	4	0.1	4	2.3	1	1
Cc1ccc(-n2c(SCC(=O)O)nc3sc4c(c3c2=O)C(C)CCC4)cc1 (stereo unspecified)	6	-0.3	0	1.8	-3	1.7	-4	-2.3	6	-10
COc1ccc2c(c1)C(=O)N(c1ccccc1C)C(=O)C2(C)C	3	-0.3	18	-0.5	8	0.6	-26	0.3	0	-5

Two entries from above, bar-delimited:
SMILES | Yp Topo-I inh | BH1578 lux ind | DUSP3 inh | BoNT-A LC inh2 | 3CLpro inhibitor | PfHsp40 yeast | CCHFV vOTU inh | TcdB GH inh | Anthrax LF inh2 | SSB-PriA inh
Cc1ccc(-n2c(SCC(=O)O)nc3sc4c(c3c2=O)C(C)CCC4)cc1 (stereo unspecified) | 6 | -0.3 | 0 | 1.8 | -3 | 1.7 | -4 | -2.3 | 6 | -10
N#CCC(=O)N/N=C1\CCCCC1C1CCCCC1 (stereo unspecified) | 3 | -0.3 | 42 | -0.1 | 0 | 0.8 | -3 | nt | -1 | nt

Continued.
SMILES	Yp Topo-I inh	BH1578 lux ind	DUSP3 inh	BoNT-A LC inh2	3CLpro inhibitor	PfHsp40 yeast	CCHFV vOTU inh	TcdB GH inh	Anthrax LF inh2	SSB-PriA inh
COc1ccc(OCC(=O)OCCNC(=O)c2cccnc2)cc1	-1	-0.4	-2	0.0	1	-1.4	-17	1.4	2	2
C=CCOC(=O)C1=C(C)NC(=O)NC1c1ccc(Cl)cc1 (stereo unspecified)	1	-0.3	12	-0.4	-4	-0.1	4	1.2	-3	102*
COc1ccc(CC(NC(C)=O)C(=O)NC2CCN(S(=O)(=O)c3ccc(NC(C)=O)cc3)CC2)cc1OC (stereo unspecified)	2	-0.5	-18	-1.3	-2	?	-4	2.2	1	-17
O=C(CSc1ncnc2ccccc12)c1ccc2c(c1)OCCO2	-13	-0.5	27	1.4	0	-1.4	8	0.9	-1	-9
COc1cc(-c2ccc3c(=O)c4ccccc4sc3c2)cc(OC)c1OC	1	i	nt	1.1	nt	-0.3	-6	-0.8	0	-1
O=C(NNC(=O)c1ccc2c(c1)OCO2)NC1CCCCC1	-9	i	6	0.2	1	-1.6	5	nt	6	-11
Oc1c(Br)cc(Br)cc1CNc1cccc2cccnc12	-18	-0.8	12	3.8	4	0.7	116*	4.3	-8	65
CC(C)CN(C(=O)c1ccc(N2CCCC2=O)cc1)C1CCS(=O)(=O)C1 (stereo unspecified)	-5	i	nt	0.7	nt	-1.2	-4	0.0	1	4
CCCC1(C(=O)OCC)NC(c2ccc(N(C)C)cc2)C2C(=O)N(c3ccc4c(c3)OCCO4)C(=O)C21 (stereo unspecified)	8	i	31	-0.3	1	-0.7	13	nt	-2	18
NS(=O)(=O)c1ccc(CNS(=O)(=O)c2cccc3nonc23)cc1	-6	-0.6	29	nt	0	nt	0	0.4	nt	-7

Part of the list above, field by field.
> CCCC1(C(=O)OCC)NC(c2ccc(N(C)C)cc2)C2C(=O)N(c3ccc4c(c3)OCCO4)C(=O)C21 (stereo unspecified)
  Yp Topo-I inh = 8; BH1578 lux ind = i; DUSP3 inh = 31; BoNT-A LC inh2 = -0.3; 3CLpro inhibitor = 1; PfHsp40 yeast = -0.7; CCHFV vOTU inh = 13; TcdB GH inh = nt; Anthrax LF inh2 = -2; SSB-PriA inh = 18
> COc1cc(-c2ccc3c(=O)c4ccccc4sc3c2)cc(OC)c1OC
  Yp Topo-I inh = 1; BH1578 lux ind = i; DUSP3 inh = nt; BoNT-A LC inh2 = 1.1; 3CLpro inhibitor = nt; PfHsp40 yeast = -0.3; CCHFV vOTU inh = -6; TcdB GH inh = -0.8; Anthrax LF inh2 = 0; SSB-PriA inh = -1
> COc1ccc(CC(NC(C)=O)C(=O)NC2CCN(S(=O)(=O)c3ccc(NC(C)=O)cc3)CC2)cc1OC (stereo unspecified)
  Yp Topo-I inh = 2; BH1578 lux ind = -0.5; DUSP3 inh = -18; BoNT-A LC inh2 = -1.3; 3CLpro inhibitor = -2; PfHsp40 yeast = ?; CCHFV vOTU inh = -4; TcdB GH inh = 2.2; Anthrax LF inh2 = 1; SSB-PriA inh = -17
> CC(C)CN(C(=O)c1ccc(N2CCCC2=O)cc1)C1CCS(=O)(=O)C1 (stereo unspecified)
  Yp Topo-I inh = -5; BH1578 lux ind = i; DUSP3 inh = nt; BoNT-A LC inh2 = 0.7; 3CLpro inhibitor = nt; PfHsp40 yeast = -1.2; CCHFV vOTU inh = -4; TcdB GH inh = 0.0; Anthrax LF inh2 = 1; SSB-PriA inh = 4

Next results:
SMILES	Yp Topo-I inh	BH1578 lux ind	DUSP3 inh	BoNT-A LC inh2	3CLpro inhibitor	PfHsp40 yeast	CCHFV vOTU inh	TcdB GH inh	Anthrax LF inh2	SSB-PriA inh
CCOC(=O)c1c(C)[nH]c(C)c1C(=O)CSc1ncccn1	0	-0.1	19	4.1	-4	0.8	nt	1.3	-1	-2
COC(=O)c1sc(=S)n(-c2ccc(Cl)cc2)c1C	8	i	-35	-0.1	-4	-0.5	6	nt	2	6
Cc1ccc(S(=O)(=O)N(C)C[C@@H]2OCc3ccccc3-c3c(n(C)c4ccccc34)C(=O)N([C@H](C)CO)C[C@@H]2C)cc1	5	-0.3	nt	-0.4	nt	nt	20	-0.4&1.7	7	nt
C[C@@H]1CN([C@H](C)CO)C(=O)c2cc(C#CC3CC3)cnc2O[C@H]1CN(C)S(C)(=O)=O	3	i	nt	-0.3	nt	nt	6	0.7&0.4&-0.1	0	nt
O=[N+]([O-])c1cc(S(=O)(=O)Nc2ccccc2)ccc1NCc1cccnc1	-6	i	60*	-0.4	-4	1.4	-1	nt	-1	15
CCC(C)NC(=O)CCCCCn1c(=O)[nH]c2cc(OC)c(OC)cc2c1=O (stereo unspecified)	4	i	33	1.6	1	-0.6	-8	0.6	1	-6
C=C1CCN([C@@H](C)C(=O)NCc2ccc(Cl)cc2)S(=O)(=O)c2ccccc21	12	-0.3	26	0.1	nt	0.2	-7	3.8	2	0
Cc1cccc(-c2cnc(C(O)Cc3ccccc3)[nH]2)c1 (stereo unspecified)	-1	i	nt	-0.3	nt	nt	-1	1.1	-6	nt
CN(CC(=O)Nc1ccc(F)cc1)C(=O)COC(=O)CNC(=O)c1ccc(Cl)cc1Cl	6	i	nt	nt	nt	1.4	5	-0.1	nt	-21
CC(C)NC(C)C(=O)C12CC3CC(CC(C3)C1)C2 (stereo unspecified)	4	nt	16	0.2	-1	0.0	2	0.1	-2	-10
COC(=O)c1c(NC(=O)COC(=O)CCc2ccc(S(=O)(=O)N3CCOCC3)cc2)sc2c1CCC2	-1	i	-1	0.7	5	0.6	11	1.7	1	-3
C=C(C)Cn1c(SCC)nc2ccccc2c1=O	2	nt	-4	-0.1	1	-0.5	1	0.9	-10	-25
COc1ccccc1CNC(=O)C1CC2Cn3c(nc4cc(C)c(C)cc43)C2N1C (stereo unspecified)	2	2.2	nt	-0.3	nt	0.1	-2	-1.9	6	2
CCCN1C(=O)/C(=C/c2nc3ccccc3c(=O)[nH]2)c2cc(C)ccc21	2	-0.3	18	-1.0	6	-0.9	3	-0.2	-4	5
COC(=O)C1=C(c2ccc(-c3ccccc3)c(F)c2)C[C@@H]2CC[C@H]1N2C(=O)NCCCOC(C)C	1	2.7	nt	0.7	nt	4.5	9	1.6	-2	-12
CCOc1ccc(NS(=O)(=O)c2ccc(C(=O)N(C)CCc3ccc(OC)c(OC)c3)cc2)cc1	25	i	24	-2.0	-1	-1.1	-6	1.2	-5	-10
Cc1cc(C)n2nc(SC3CCCCN(C(=O)c4ccc(F)cc4)C3=O)nc2n1 (stereo unspecified)	5	i	35	1.2	0	0.8	10	nt	4	4
COc1cc(OC)c(S(=O)(=O)N2CCOCC2)cc1S(=O)(=O)N1CCOCC1	4	i	36	-0.2	1	1.6	-5	-3.9	0	2
CC(=O)Nc1ccc(SC(C)C(=O)NC2CCCC2)cc1 (stereo unspecified)	-2	0.1	36	0.3	0	0.2	10	1.1	0	-1
CCOc1ccc(-c2cccc(NC(=O)COc3ccc(Cl)cc3)c2)nn1	35	i	-13	-0.5	-2	-1.0	nt	nt	0	3&5
Cc1cccc(C)c1OCC(=O)Nn1c(C)nc2ccccc2c1=O	-6	-0.3	8	1.2	-1	-0.1	18	nt	-9	-27
COc1ccc2[nH]c3c(c2c1)CCN1C(=O)C(CC(=O)NCCN2CCOCC2)C[C@H](C(=O)N2CCOCC2)[C@@]31CCC1CCCC1 (stereo partly specified)	26	i	nt	-0.1	nt	-0.7	-7	1.1	1	-4
Cc1nn(Cc2ccccc2)c(C)c1NC(=O)c1cc(-c2ccc3c(c2)OCO3)on1	14	-0.2	23	?	7	1.0	-17	nt	1	0
CCOC(=O)c1cnn(-c2cc(Oc3cccc(C)c3)ncn2)c1N	-9	i	23	-0.8	-2	0.5	-2	nt	-5	-5
Cc1cccc(NC(=O)NCC(c2ccco2)N2CCCCC2)c1 (stereo unspecified)	3	-1.3	1	0.0	-1	-0.2	-12	1.3	0	12
COC(=O)c1cc(CNC(=O)C2CC(=O)N(c3ccc4c(c3)OCCO4)C2)ccc1OC (stereo unspecified)	4	i	nt	1.7	nt	-1.4	22	-0.2	-5	-11
CC(=O)Nc1ccc(Oc2cnc3ccccc3n2)cc1	-4	-5.6	10	-0.3	-3	0.7	1	nt	0	-3
Cc1oncc1C(=O)N1CCCC(CO)(Cc2ccc(F)cc2F)C1 (stereo unspecified)	6	-0.6	-10	1.6	-1	1.1	-1	-5.1	-1	-1
N#CC1=C(N)Oc2n[nH]c(-c3cccnc3)c2C1c1cc(F)ccc1F (stereo unspecified)	2	-0.4	-17	0.5	2	0.2	-1	-1.7	-2	-3
CSc1ccc(CN2CCC(C)(Oc3cccc(C#N)c3)C2)cc1 (stereo unspecified)	11	-0.2	nt	-0.4	nt	nt	-1	1.2	5	nt
